# Source: PubChem (several laboratories)
# SKN-1 inh: C. elegans SKN-1 inhibition | C. elegans VP596 Pgst-4::GFP/RFP ratio, acrylamide-induced, 24 h | inhibition, % at 21.8 µM | 360,000 compounds, 0.49% hits | AID 624304;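 active = interference check ratio from 0.5 to 1.5 plus GFP to RFP signal ratio inhibition reaching or exceeding a fixed threshold, cut at about 30% in these data, passing the limit was not always enough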; note: some compounds called inactive have numbers as strong as hits
# Rin1-Abl PPI inh: human Rin1-Abl interaction inhibition | P00519+Q13671 | TR-FRET Rin1/Abl binding, biochemical | inhibition, % at 7.35 µM | 360,000 compounds, 0.4% hits | AID 588664; in the data active = inhibition above about 5%, passing the limit was not always enough
# eLon inh: E. coli protease La inhibition. P0A9M0. purified E. coli Lon protease, fluorescence polarization. inhibition, % at 7.94 µM. 360,000 compounds, 0.42% hits; in the data active = inhibition above about 13%, passing the limit was not always enough;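 note: 0% = enzyme with probe and DMSO and 100% = no enzyme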
# bovine MsrA act: activators of bovine methionine sulfoxide reductase A; 360,000 compounds, 0.3% hits; purified bovine MsrA, absorbance read-out; activation, % at 10.6 µM; in the data active = activation above about 7.5%;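 note: 0% = vehicle and 100% = reference activator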
# MT1-MMP act inh: blocks activation of human MT1-MMP; AID 651647; HT1080 RFP-PRO-GFP cells, GFP/RFP ratio fluorescence, overnight; percent of plate control window, DMSO zero; GFP/RFP ratio change, % at 20 µM; 360,000 compounds, 0.061% hits;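 active = GFP/RFP ratio change of at least 30% with cell ATP level not reduced by more than half and red fluorescence within 50% of control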; note: strong numbers were not always called active
#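 Compound: 20 µM single dose, 1% DMSO / System: HT1080 RFP-PRO-GFP cells / Controls: DMSO and RFP-L50D-GFP cell wells / Read-out basis: GFP/RFP fluorescence ratio / Schedule: overnight compound exposure at 37 °C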
# CendR NRP1 mod: alters CendR peptide binding to human NRP-1 | inhibition, % at 25 µM | O14786 | 360,000 compounds, 0.85% hits | FAM-RPARPAR peptide binding to NRP-1, fluorescence polarization | AID 602438;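 active = inhibition or corrected inhibition above about 18%, plus a signal ratio from 0.5 to 1.5, limit read from the data, passing the limit was not always enough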; note: strong numbers were not always called active
# FAS-TE inh: FAS thioesterase (human) inhibition; 360,000 compounds, 0.67% hits; AID 602261; recombinant FAS-TE, OMFH fluorogenic substrate, fluorescence endpoint; inhibition, % at 15 µM;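 active = compounds whose normalised, plate-corrected inhibition of enzyme fluorescence in the single-dose primary screen is 50% or more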;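 note: 0% = DMSO with enzyme and 100% = substrate without enzyme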
# MsrA inh: inhibitors of bovine MsrA | purified bovine MsrA, absorbance read-out | inhibition, % at 15.5 µM | 360,000 compounds, 0.75% hits | AID 651718; in the data active = inhibition above about 4.5%;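 note: 0% = vehicle wells with enzyme and 100% = reference inhibitor wells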
# Neddylation inh: cullin neddylation inhibition. P61081+Q13564. TR-FRET cullin neddylation, biochemical. calls only at 25 µM. 360,000 compounds, 0.58% hits. AID 651699; in the data active = inhibition above about 36%
# Starred values were filed as active, the others as inactive; i = inactive; . = not tested or not shown; + = active, no number.
# A first look, five compounds:
no.	structure	MsrA inh	Neddylation inh	eLon inh	SKN-1 inh	MT1-MMP act inh	Rin1-Abl PPI inh	FAS-TE inh	CendR NRP1 mod	bovine MsrA act
1	O=[N+]([O-])c1cccc(-c2c[n+]3c(n2-c2ccccc2)SCC3)c1	-0.8	i	6	9	4	-6	6	2	-2
2	CCOc1cccc(CN2CCCC(CNC(=O)c3cccc(OC)c3OC)C2)c1 (centres undefined)	-0.2	i	5	1	-2	-6	0	2	-3
3	O=C(COC(=O)c1ccccc1O)NCc1ccco1	0.8	i	-14	-4	-3	2	0	7	0
4	CC(NC(=O)CN(c1ccc(Br)cc1)S(C)(=O)=O)c1ccccc1 (centres undefined)	-0.8	i	-16	6	-2	0	-1	-2	-3
5	Cc1ccc(NC(=O)CCC(=O)c2ccccc2)cc1	0.3	i	-5	23	4	0	-2	-9	-2

# The whole of this part (from the top)
no.	structure	MsrA inh	Neddylation inh	eLon inh	SKN-1 inh	MT1-MMP act inh	Rin1-Abl PPI inh	FAS-TE inh	CendR NRP1 mod	bovine MsrA act
1	O=[N+]([O-])c1cccc(-c2c[n+]3c(n2-c2ccccc2)SCC3)c1	-0.8	i	6	9	4	-6	6	2	-2
2	CCOc1cccc(CN2CCCC(CNC(=O)c3cccc(OC)c3OC)C2)c1 (centres undefined)	-0.2	i	5	1	-2	-6	0	2	-3
3	O=C(COC(=O)c1ccccc1O)NCc1ccco1	0.8	i	-14	-4	-3	2	0	7	0
4	CC(NC(=O)CN(c1ccc(Br)cc1)S(C)(=O)=O)c1ccccc1 (centres undefined)	-0.8	i	-16	6	-2	0	-1	-2	-3
5	Cc1ccc(NC(=O)CCC(=O)c2ccccc2)cc1	0.3	i	-5	23	4	0	-2	-9	-2
6	O=C(COC(=O)c1ncc(Cl)c(Cl)c1Cl)NC(=O)c1ccccc1	0.5	i	-5	-3	-2	1	-4	8	-5
7	C=CCC[C@H](Cc1ccc(F)cc1)C(=O)OC[C@@H](Cc1c[nH]c2ccccc12)NC(=O)[C@H](CC=C)CC(=O)N(CCO)Cc1ccccc1	1.9	i	0	13	-8	2	20	8	1
8	CCCC(c1nnnn1CC(=O)OCC)N(Cc1cc2ccc(C)cc2[nH]c1=O)C1CCCC1 (centres undefined)	0.1	i	0	-16	.	-1	2	2	-12
9	Cc1ccc(C(=O)Nc2ccc(C)c(S(=O)(=O)Nc3ccccc3Cl)c2)s1	0.2	i	-3	-1	0	-4	23	2	-3
10	CCc1noc(C)c1C(=O)NNC(=O)c1ccc(Br)cc1	0.8	i	-4	4	5	5	-8	16	-6
11	COc1ccccc1OCC(=O)NNC(=O)c1c(-c2ccccc2Cl)noc1C	0.1	i	-4	-8	0	5	-6	3	-6
12	CS(=O)(=O)N(CC(=O)NCCSCc1ccccc1)c1ccccc1F	-0.9	i	-8	4	0	0	-3	-3	-5
13	Cn1cncc1C#Cc1ccc2cc(CCCO)oc(=O)c2c1	2.0	+	2	-11	6	-2	-7	-15	-12
14	COc1ccc(OCC(=O)N2CCN(c3cccc(C(F)(F)F)c3)CC2)cc1	-0.3	i	-13	2	-2	1	7	7	-9
15	CC(C)N=C(NS(=O)(=O)c1ccccc1)C(Cl)(Cl)Cl	-1.2	i	-2	-3	1	-1	-7	3	-4
16	NC(=O)c1cc(C(=O)c2ccc(Cl)cc2)c[nH]1	0.4	i	-10	-1	-2	-1	-1	1	-8
17	COC(=O)[C@H]1C[C@@]2(O)CN(S(=O)(=O)c3ccc(C)cc3)C[C@@]2(OC(=O)Nc2c(C)noc2C)C[C@H]1C(=O)OC	-0.6	i	-8	-12	5	-3	-6	-5	1
18	O=C(CCS(=O)(=O)c1ccccc1)Nc1nccs1	0.9	i	-3	18	3	-1	-8	8	-3
19	COc1cccc(C(=O)c2cc3ccc(O)cc3oc2=O)c1	0.3	i	-6	5	-5	-1	-6	-19	-1
20	O=C(N/N=C/c1ccc(Cl)cc1)c1cc(-c2cccnc2)nc2ccccc12	0.2	i	-2	-2	-7	-6	4	-8	-2
21	COc1cc(CNc2ccc3[nH]c(=O)[nH]c3c2)cc(Br)c1OCc1ccc(F)cc1	-0.6	i	-8	12	-12	1	-4	-1	-4
22	COCc1c(C(=O)OCC(=O)NCc2ccco2)oc2ccccc12	-0.6	i	11	5	-2	4	-2	-6	-1
23	CC(=O)NCCNC(=O)C1(C)Cc2c(-c3cccc(NC(C)=O)c3)ccnc2O1 (centres undefined)	0.7	i	-10	-19	-4	0	-4	-4	-2
24	O=C1COc2ccc(C(=O)CSc3nnc(Cc4ccccc4)o3)cc2N1	0.6	i	-2	-16	4	-3	-2	-19	0
25	CCOc1cccc(-c2c(C(=O)N/N=C/c3ccsc3)nnn2-c2nonc2N)c1	0.7	i	8	30	-7	-1	6	6	-5
26	C[N+](C)(C)CCNC(=O)c1cc[n+](Cc2ccccc2)c(/C=N/O)c1	1.0	i	3	-4	-5	-1	-8	-5	-4
27	COc1cc(C(=O)N2CCN(C)CC2)cc(OC)c1OC	-1.2	i	0	-13	1	3	-4	13	-2
28	COc1ccc(CC(=O)Nc2cccc(-c3ccc4nnc(C)n4n3)c2)cc1OC	0.9	i	-7	0	7	-6	-4	9	-1
29	O=c1nc(N/N=C/c2ccco2)cn[nH]1	1.9	i	-3	-1	1	-5	1	4	-1
30	Cc1cccc(N=C2NC(=O)/C(=C3/C(=O)N(C)c4ccccc43)S2)c1C	0.7	i	1	15	-4	-4	6	11	1
31	CC(Oc1cccc(Cl)c1)C(=O)Nc1nc(-c2ccccn2)cs1 (centres undefined)	-0.5	i	0	-21	1	7.1*	7	-6	-4
32	COc1cc(OC)c2ccc(=O)oc2c1C(CC(=O)N1CCCC1)c1ccc2c(c1)OCO2 (centres undefined)	2.1	i	-14	8	-18	0	4	19	-2
33	CCOC(=O)C1=C(c2ccccc2)OC(N)=C(C#N)C1c1ccc(Cl)s1 (centres undefined)	0.9	i	-7	17	-5	4	11	-5	-2
34	COC(=O)c1cc(C)ccc1OCc1ccc([N+](=O)[O-])cc1	-0.7	i	0	3	4	-2	-4	-2	-5
35	O=C(c1cc(=O)c2ccccc2o1)N1CCN(c2cccc(Cl)c2)CC1	-1.3	i	4	3	-1	2	11	-1	-3
36	CCN(C(=O)c1cnc(NC(C)C)cc1C(F)(F)F)c1ccc(Cl)cc1Cl	-0.4	.	1	10	-6	0	26	9	1
37	CCCCCCCSc1nnc(N)s1	-1.0	i	-9	-3	-1	1	-3	-4	-4
38	CCCCN(C)CCNC(=O)CCn1nc(-c2ccc(Cl)cc2)ccc1=O	0.1	i	8	-10	5	-2	-3	-12	-5
39	CCN(CC)C(=O)Cn1cc(S(=O)(=O)CC(=O)Nc2ccc(C(N)=O)cc2)c2ccccc21	-0.9	i	0	5	2	-1	-9	14	-3
40	Cc1ccc(-c2nc(CN(C)Cc3cccc4cnccc34)c(C)o2)s1	0.6	i	-1	8	11	2	2	-1	-10
41	CCn1c(CC(=O)Nc2ccccc2)nnc1SCC(=O)NC1=NCCS1	-0.5	i	1	3	4	2	-4	1	0
42	COc1ccc(CCN2CC(C(=O)OC(C)C(=O)Nc3ccc(NC(C)=O)cc3)CC2=O)cc1OC (centres undefined)	-1.1	i	-9	7	1	1	-6	-4	-2
43	O=C(O)Cc1csc(Nc2cccc(Cl)c2)n1	0.2	i	-9	8	-3	-4	-1	4	-5
44	Cc1ccc(NC(=O)C/C(N)=N/OC(=O)Nc2cccc(C)c2)cc1	-0.1	i	2	5	1	-1	0	12	-2
45	Cc1c(C)n(Cc2ccc(Cl)cc2)c2ccc(C(=O)NCCN3CCOCC3)cc12	0.7	i	9	-5	3	1	7	-1	-9
46	CN(CC(=O)Nc1ccc(Cl)c(C(F)(F)F)c1)C(=O)CCc1nc2ccccc2c(=O)[nH]1	-0.6	i	-1	13	4	0	-5	-5	-2
47	Cc1cc(C)cc(NC(=O)C2CCCN(S(=O)(=O)c3c(C)noc3C)C2)c1 (centres undefined)	-1.3	i	-12	5	1	1	3	-3	-3
48	Cc1ccc(CCNC(=O)c2sc3nc4n(c(=O)c3c2C)CCC4)cc1	0.7	i	-8	11	0	1	4	8	-2
49	COc1cc(C=NNc2nc3c([nH]2)c(=O)n(C)c(=O)n3C)ccc1O	1.8	i	6	-5	2	-2	-6	-20	1
50	Cc1ncoc1C(=O)N1CCCC(C(=O)c2ccc(Oc3ccccc3)cc2)C1 (centres undefined)	-0.2	i	-12	2	0	-2	-4	14	-3
51	CCC(C)/C(C)=N/NC(=O)c1ccc(CSc2nc3ccccc3s2)cc1 (centres undefined)	0.6	i	-12	0	0	-2	10	14	-8
52	CCC(C)c1ccc(NC(=S)NCCn2cc(Cl)cn2)cc1 (centres undefined)	0.2	i	3	5	3	2	15	16	-2
53	CC(NC(=O)COC(=O)Cc1ccccc1[N+](=O)[O-])c1ccccc1 (centres undefined)	0.3	i	-7	-6	0	1	-8	-2	1
54	COc1ccc(-c2[nH]ncc2CN(C)CCCN2CCOCC2)cc1F	-0.6	i	13	18	-1	-1	-1	-20	0
55	C[C@@H]1COc2cc(N3CCC[C@H]3CO)ccc2S(=O)(=O)N1	-1.4	i	4	7	4	.	-15	-3	-2
56	CC1SCC(=NOCc2ccccc2)CS1 (centres undefined)	-0.8	i	6	-2	-2	-2	-1	12	-5
57	N#Cc1ccccc1NS(=O)(=O)c1cc2c3c(c1)CCN3C(=O)CC2	0.5	i	5	-4	2	-2	-7	-8	-1
58	CCOc1cc(S(=O)(=O)n2ccnc2)ccc1Br	-1.3	i	5	4	-4	0	-2	17	-5
59	Cc1cc(C)n2c(SCc3ccc(Br)cc3)nnc2n1	-0.5	i	11	6	1	-1	12	13	0
60	CCc1ccccc1NC(=O)c1cccc(NC(=O)/C=C/c2ccco2)c1	2.7	i	4	15	2	1	0	-14	-5

# Continuation.
no.	structure	MsrA inh	Neddylation inh	eLon inh	SKN-1 inh	MT1-MMP act inh	Rin1-Abl PPI inh	FAS-TE inh	CendR NRP1 mod	bovine MsrA act
61	N/C(=N\OC(=O)COc1ccc2ccccc2c1)c1ccccn1	0.0	i	0	3	10	0	-4	-4	-3
62	O=C(O)c1[nH]c2ccc([N+](=O)[O-])cc2c1-c1ccccc1	3.8	i	-2	-18	0	0	-5	6	-15
63	COc1c2c(cc3oc(=O)c4c5ccc(O)cc5oc4c13)OC(C)(C)CC2	0.0	.	1	-3	15	5	-2	-3	-7
64	COCCN1C(=O)C(O)=C(C(C)=O)C1c1ccc(OC)c(OC)c1 (centres undefined)	0.9	i	-6	-6	0	0	-8	7	-7
65	Cc1ccc(CN(C)C(=O)CC2C(=O)NCCN2CC2CCCCC2)cc1 (centres undefined)	2.5	i	-2	-1	2	1	-3	6	-3
66	O=C(NCCc1cccs1)C(c1ccccc1)c1ccccc1	0.4	i	-1	5	6	-1	8	0	0
67	COC(=O)Cc1c(C)[nH]n(-c2cc(Cl)cc(Cl)c2)c1=O	0.1	i	-4	-5	-3	5	-3	1	-9
68	O=Cc1ccc(OCc2ccc3c(c2)OCO3)cc1	-0.6	i	3	-9	-1	2	7	-3	-4
69	O=C(c1ccc(-n2cccc2)cc1)N1CCOCC1	0.7	i	0	12	-2	-2	-6	-1	-4
70	COc1ccccc1NC(=O)CSc1nnnn1Cc1ccccc1	0.9	i	-1	8	0	0	-4	3	-9
71	COc1ccc(-c2nnc(NC(=O)c3cc(Cl)ccc3Cl)o2)cc1	-0.8	i	-6	7	6	1	0	-16	-3
72	CCOC(=O)N1CCN(C(=O)Cc2ccc(C)cc2)CC1	0.3	i	-2	-1	8	5	-10	13	-13
73	COc1cc(C(=O)OCC(=O)N2CCNC2=O)cc(Cl)c1OC	2.6	i	0	-3	-6	-3	8	-6	-3
74	CN(C(=O)c1cccc(NC(=O)Cc2cccc(NC(=O)C3CCCN(C(=O)C4CCCCC4)C3)c2)c1)C1CC1 (centres undefined)	0.4	i	2	0	-1	0	-8	2	1

# Compounds as they come. Share with any hit: about 4.2%.
